PI4K2A inh = blocks human PI4K2A kinase activity; purified PI4K2A, ADP-Glo luminescence, 1 h; hits give low values; activity change, negative = inhibition, % at 76.9 µM; 420,000 compounds, 0.13% hits; in the data active = activity change below about -50%; inconclusive = mostly about -30% to -49%;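 note: -100% = wells without enzyme as full effect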
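PI4K2A activity was measured by ADP-Glo luminescence: enzyme (4 ug/mL stock) and phosphatidylinositol (1.2 mM stock) in Tris pH 7.5/MgCl2/EGTA/Triton X-100 buffer were reacted with ATP (300 microM stock) for one hour at ambient temperature.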
G9a inh = G9a (human) methyltransferase inhibition; 350,000 compounds, 8.8% hits; Q96KQ7; Potency, µM (doses to about 102 µM), for the others: at the highest dose activity, negative = inhibition, most hits filed as inhibitors; G9a H3K9 monomethylation, AlphaScreen, 2 h; note: potency is the fitted concentration of half-maximal effect; % is set by controls: 0 for no effect and ±100 for the full control effect; nearly all actives have a fitted effect of over 75% in size
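Compounds were preincubated with 20 nM G9a for 15 min, after which biotinylated H3K9 peptide (500 nM) and SAM (20 uM) started a 2 h room-temperature reaction. Monomethylated product was quantified by antibody-based AlphaScreen chemiluminescence.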
ERG Ets-DNA blk = blocks human ERG Ets domain binding to DNA; fluorescence polarization, His-ERG Ets domain / labelled DNA; Potency, µM (highest dose often 76.9 µM), without a hit: at the highest dose FP activity, negative = inhibition, hits mostly inhibitors; 370,000 compounds, 0.028% hits; AID 624246; active = well fitted inhibition curve with a large enough effect in the polarisation, with a control signal flat; inconclusive = small, poorly fitted or top-dose-only effect, or effect the other way, or a change in a side signal; inactive = no such curve, though single readings can be large or run the other way; the % refers to the polarisation;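 note: polarization taken with two DNA probes labelled with fluorescein and Texas red; potency is the fitted concentration of half-maximal effect; % of control where 0% means no effect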
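His-tagged ERG Ets domain (1 uM in the protein solution; 300mM KCl, 50mM Tris-HCl, 1mM EDTA, 1mM DTT, pH 7.5) received compound, then a probe mix of 5 nM fluorescein-DNA and 100nM Texas-615-DNA. Fluorescence polarization was read for both dyes.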
GLS inhibitor = inhibitors of human glutaminase (GLS); O94925; GLS enzymatic activity, qHTS titration; Potency, µM (highest dose often 45.5 µM), inactives show at the top dose activity change, negative = inhibition, actives largely listed as inhibitors; 410,000 compounds, 0.21% hits; note: potency is the fitted concentration of half-maximal effect; % is set by controls: 0 for no effect and ±100 for the full control effect
Target sequence (O94925 whole entry, looked up): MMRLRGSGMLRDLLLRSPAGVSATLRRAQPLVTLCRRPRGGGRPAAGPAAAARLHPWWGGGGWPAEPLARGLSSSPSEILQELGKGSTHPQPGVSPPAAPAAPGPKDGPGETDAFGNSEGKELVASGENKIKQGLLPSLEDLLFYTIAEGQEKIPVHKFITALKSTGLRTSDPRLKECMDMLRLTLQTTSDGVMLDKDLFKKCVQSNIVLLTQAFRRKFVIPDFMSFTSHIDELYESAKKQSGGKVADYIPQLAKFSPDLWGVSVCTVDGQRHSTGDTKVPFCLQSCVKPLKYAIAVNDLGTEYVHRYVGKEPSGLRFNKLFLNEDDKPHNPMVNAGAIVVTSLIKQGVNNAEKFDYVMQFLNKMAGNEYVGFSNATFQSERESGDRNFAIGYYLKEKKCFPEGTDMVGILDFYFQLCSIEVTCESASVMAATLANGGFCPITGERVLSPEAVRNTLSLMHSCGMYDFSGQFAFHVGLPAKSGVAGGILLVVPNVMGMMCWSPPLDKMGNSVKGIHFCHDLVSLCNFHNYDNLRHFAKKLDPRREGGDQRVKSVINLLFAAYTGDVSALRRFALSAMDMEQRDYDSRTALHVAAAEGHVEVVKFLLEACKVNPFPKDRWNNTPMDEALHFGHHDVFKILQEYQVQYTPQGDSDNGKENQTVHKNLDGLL
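hKGA in 45 mM KH2PO4 (pH 8.2), 0.02% Tween-20 with compound, then 1mM L-Glutamine (stock as added) plus glutamate oxidase/HRP/Amplex red coupling mix. Fluorescence read initially and after 30 min at RT; signal change reflects glutamate formation.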
BAZ2B block = inhibitors of human BAZ2B bromodomain; Q9UIF8; AlphaScreen BAZ2B-H3K14Ac peptide displacement; Potency, µM (doses to about 114 µM), inactives show top-dose activity change, negative = inhibition, hits mostly inhibitors; 360,000 compounds, 4.4% hits; AID 504333; note: potency is the fitted concentration of half-maximal effect; % is set by controls: 0 for no effect and ±100 for the full control effect; nearly all actives have a fitted effect of over 60% in size
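AlphaScreen displacement: compounds (up to 110uM) incubated 30 min at room temperature with a preformed 50 nM BAZ2B/50 nM biotinylated H3K14Ac peptide complex in PBS pH 7.4 with Tween-20. Donor and acceptor beads at 10 ug/mL final added, 20 min light-protected before reading.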
Pin1 inhibitor = human Pin1 inhibition. Potency, µM (titrated, usually from 115 µM), for inactives: top-dose activity, negative = inhibition, actives largely listed as inhibitors. 390,000 compounds, 0.009% hits. Pin1 FP peptide displacement, HiFluor488, 10 min. AID 504891. Q13526; active = well fitted inhibition curve with a large enough effect in the polarisation, with a control signal flat, not every such curve was filed as active; inconclusive = small, poorly fitted or top-dose-only effect, or effect the other way, or a change in a side signal; inactive = no such curve, though single readings can be large or run the other way; the % refers to the polarisation; note: potency is the fitted concentration of half-maximal effect; % is set by controls: 0 for no effect and ±100 for the full control effect
PGK inhibitor = blocks T. brucei phosphoglycerate kinase; AID 602233; P07378; Potency, µM (doses to about 57.5 µM), for inactives: top-dose activity change, negative = inhibition, actives largely listed as inhibitors; 380,000 compounds, 0.043% hits; PGK/GAPDH coupled, Kinase-Glo luminescence, 60 min; note: potency is the fitted concentration of half-maximal effect; % is set by controls: 0 for no effect and ±100 for the full control effect; nearly all actives have a fitted effect of over 60% in size
Target sequence (P07378 whole entry, looked up): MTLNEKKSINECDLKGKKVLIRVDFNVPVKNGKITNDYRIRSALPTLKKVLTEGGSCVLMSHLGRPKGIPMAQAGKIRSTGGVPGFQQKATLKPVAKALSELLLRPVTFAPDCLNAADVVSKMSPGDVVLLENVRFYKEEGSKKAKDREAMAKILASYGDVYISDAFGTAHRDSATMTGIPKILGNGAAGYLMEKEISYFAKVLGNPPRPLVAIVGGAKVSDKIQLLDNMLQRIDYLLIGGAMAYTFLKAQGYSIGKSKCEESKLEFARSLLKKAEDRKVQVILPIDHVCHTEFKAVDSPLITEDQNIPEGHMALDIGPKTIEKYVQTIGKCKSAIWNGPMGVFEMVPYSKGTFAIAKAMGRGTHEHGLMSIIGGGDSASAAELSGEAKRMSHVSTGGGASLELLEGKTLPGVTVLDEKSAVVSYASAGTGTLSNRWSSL
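Luminescent ATP detection (Kinase-Glo Plus) follows a 60-minute room-temperature incubation, with wells lacking PGK as controls. Buffer: 100 mM TEA (pH 7.6), 5 mM MgCl2, 0.01% Tween-20. Coupling enzyme GAPDH (100 nM final) supplies unstable 1,3-BPG in-well.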
HP1b binding inh = HP1-beta chromodomain-methylated histone interaction inhibition; 390,000 compounds, 0.56% hits; AlphaScreen HP1-beta / biotin-H3K9me3 peptide binding; P83916; AID 540317; Potency, µM (doses to about 114 µM), inactives show at the highest dose activity change, negative = inhibition, most hits filed as inhibitors; note: potency is the fitted concentration of half-maximal effect; nearly all actives have a fitted effect of over 70% in size; inactives centre near 23
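HP1-beta protein (50 nM final) preincubated 30 min at room temperature with biotinylated H3(1-18)K9me3 peptide (50 nM) in PBS pH 7.4, 0.01% Tween-20, then compound added for 30 min. AlphaScreen streptavidin donor/nickel chelate acceptor beads (10 ug/mL final), 30 min dark, luminescence read.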
JMJD2A Tudor inh = inhibitors of human JMJD2A Tudor domain. AlphaScreen JMJD2A-Tudor / H3K4me3 peptide binding. 390,000 compounds, 4.4% hits. Potency, µM (titrated, usually from 114 µM), inactives show top-dose activity change, negative = inhibition, hits mostly inhibitors. O75164. AID 504339; note: potency is the fitted concentration of half-maximal effect; % is set by controls: 0 for no effect and ±100 for the full control effect; nearly all actives have a fitted effect of over 50% in size
Active calls of the source: *; i = inactive; u = inconclusive; x = no result given; [ ] = another dose, or the depositor's remark. Unless noted, calls come from the whole dose curve; as a rule, active = well fitted curve in the direction sought with a large enough effect; inconclusive = small, poorly fitted or top-dose-only effect, or another doubt; inactive = no such curve, though single readings can be large; an effect the other way counts as inactive or inconclusive.

SMILES	PI4K2A inh	G9a inh	ERG Ets-DNA blk	GLS inhibitor	BAZ2B block	Pin1 inhibitor	PGK inhibitor	HP1b binding inh	JMJD2A Tudor inh
CC1CCN(C(=O)Cn2c(=O)n(CCCC(=O)NCc3ccco3)c(=O)c3sccc32)CC1	2	15%	-2%	2%	5%	2%	4%	8%	-12%
Cc1ccc(OCC(=O)NCC(=O)Nc2ccc(F)c(F)c2F)c([N+](=O)[O-])n1	-5	14%[59 µM]	-3%	6%	-5%	-2%	4%	25%	11%
Cc1cc2oc(=O)cc(CN3CCc4ccccc43)c2cc1Cl	8	-37%[59 µM]	-1%	20%	-30%	0%	10%	21%	-24%
Cc1ccc(=O)n(C(C(=O)NCc2ccco2)C(=O)c2ccc(F)cc2)c1 (stereo unspecified)	5	1%[12.7 µM]	-3%	0%	-10%	-11%	-8%	36%	-15%
CCOC(=O)CCNC(=O)N1CCCC(C(=O)c2cccc(Cl)c2)C1 (stereo unspecified)	0	-7%	1%	-7%	-12%	6%	-3%	-3%	-20%
Cc1ccc(Nc2cc(C)nn2-c2nc(C)cc(C)n2)cc1	-8	14%[59 µM]	2%	10%	-29%	0%	-4%	18%	-33%
COc1cccc(C(=O)NCCS(=O)(=O)NCCc2ccccc2)c1	1	45µM*	x	4%	6%	-2%	-4%	23%	-3%
O=C(C1CCCCC1)N1CCC(c2nc3c(nnn3Cc3c(F)cccc3Cl)c(=O)[nH]2)CC1	-7	11%[59 µM]	0%	8%	-5%	-1%	2%	-11%	-12%[11.4 µM]
CCOC(=O)N1CCN(C(=O)C2CCN(C(=O)c3ccc([N+](=O)[O-])cc3)CC2)CC1	0	7%	2%	3%	1%	-7%	-3%	28%	-15%
COc1ccc(Cl)cc1NC(=O)c1[nH]c(C)c(C(C)=O)c1C	-2	10%	12%	-18%	4%	u	-2%	33%[57 µM]	-19%
COc1nc(OC)nc(N2CCC(C(=O)NCc3ccco3)CC2)n1	6	3%[12.7 µM]	-8%	3%	5%	-7%	0%	17%	-3%
CCOC(=O)Cc1nc2nc(C)cc(C)n2n1	1	6%	-4%	-10%	-12%	-5%	-4%	26%	4%
CCCc1cc(=O)oc2c3c(cc(OCC(=O)NCc4ccccn4)c12)OC(C)(C)CC3	0	x	-12%	6%	-6%	1%	-4%	37%	-16%
Cc1ccc(C)c(N2C(=O)CC(Cc3ccccc3)C2=O)c1 (stereo unspecified)	3	32%	1%	-21%	6%	-4%	0%	40%[activator]	1%
COC(=O)c1c(-c2cccc(OC)c2)csc1N	-2	40µM*	19%	3%	u	0%	6%	-17%	-24%
O=C(NCCC1=CCCCC1)c1cc(COc2ccc(F)cc2Cl)on1	-6	12%[0.501 µM]	5%	-2%	32%	2%	-9%	163%[activator]	69%[activator]
Cc1cc(C)c2c(N)c(C(=O)NCc3ccco3)sc2n1	-10	10µM*	-8%	17%	-2%	-2%	5%	30%	-12%
Cc1nnc(SCc2nc3sc4c(c3c(=O)[nH]2)CCCC4)[nH]c1=O	-2	-4%[12.7 µM]	4%	7%	-22%	u	0%	11%	-7%
c1ccc(Cn2c(-c3ccccc3)c[n+]3c2SCCC3)cc1	6	12%	0%	-8%	-5%	5%	i	53%[activator]	-3%
O=C(COc1nsnc1N1CCOCC1)N/N=C/c1ccccc1O	1	-3%[59 µM]	-8%	18%	u	7%	3%	18%	-34%
O=C(NC1CCCCC1)C(c1ccc2ncccc2c1)N(Cc1ccc2c(c1)OCO2)C(=O)c1cccs1 (stereo unspecified)	0	u	x	0%	-35%	12%	-5%[11.5 µM]	-8%	-33%
Cc1onc(-c2c(F)cccc2Cl)c1C(=O)NCc1ccco1	5	-18%[59 µM]	-6%	-3%	-30%	4%	-2%	31%	5%
O=C(N/N=C(\c1ccccc1)c1ccccn1)c1cccc([N+](=O)[O-])c1	7	-1%	5%	-8%	25µM*	4%	-6%	20%	u
COc1ccc(CN2C(=NC(=O)CCc3ccccc3)SC3CS(=O)(=O)CC32)cc1 (stereo unspecified)	3	x	3%	1%	-12%	-1%	-3%	16%	-18%
COCc1nnc(SCC(=O)NC(C)c2ccccc2)n1-c1ccccc1 (stereo unspecified)	-7	0%[59 µM]	1%	5%	-1%	-1%	x	33%	-15%

With a hit mark in BAZ2B block, among the entries above:
SMILES	PI4K2A inh	G9a inh	ERG Ets-DNA blk	GLS inhibitor	BAZ2B block	Pin1 inhibitor	PGK inhibitor	HP1b binding inh	JMJD2A Tudor inh
O=C(N/N=C(\c1ccccc1)c1ccccn1)c1cccc([N+](=O)[O-])c1	7	-1%	5%	-8%	25µM*	4%	-6%	20%	u

Other compounds
SMILES	PI4K2A inh	G9a inh	ERG Ets-DNA blk	GLS inhibitor	BAZ2B block	Pin1 inhibitor	PGK inhibitor	HP1b binding inh	JMJD2A Tudor inh
COc1ccc(Cl)cc1NC(=O)c1c(NCc2sccc2C)sc2c1CCCC2	-10	2.8µM*	-2%	5%	45µM*	7%	1%	u	50µM*
O=C(C[n+]1ccccc1)N/N=C/c1cc(Br)cc(Br)c1O	5	-12%	3%	-17%	10µM*	10%	0%	27%	22µM*
Cc1cnc(C(=O)OCc2nc3ccsc3c(=O)[nH]2)cn1	-7	16%[12.7 µM]	8%	14µM*	50µM*	u	-19%	-25%	56µM*
CNC(=O)c1c(NC(=O)c2ccc(S(=O)(=O)N(C)c3ccccc3)cc2)sc2c1CCN(C(C)C)C2	-5	u	-15%	u	6%	u	-7%	41%[activator]	-18%
Cc1ccc(C)c(OCC(=O)NCCNC(=O)COc2cc(C)ccc2C)c1	2	u	-6%	6%	7%	3%	-7%	19%	-22%
COc1ccc(C)cc1NC(=O)C1CCN(S(=O)(=O)c2ccc3c(c2)C(C)(C)C(=O)N3C)CC1	3	-33%	-4%	-2%	u	0%	-3%	8%	-27%
O=C/C(=C\Nc1ccccn1)c1nc2cc(Cl)ccc2o1	3	u	-1%	3%	3%	31%[activator]	6%	25%	-17%
O=C(Cc1ccccc1)NC(Nc1cccc2ccccc12)C(Cl)(Cl)Cl (stereo unspecified)	-5	-4%	-10%	-17%	3%	6%	-4%	33%	-18%[11.4 µM]
CC/C(O)=C1\C(=O)CC(c2ccccc2)CC1=NCCc1c(C)[nH]c2ccc(C)cc12 (stereo unspecified)	1	-6%	1%	7%	-2%	9%	-7%	16%	-23%
COc1ccc(C)cc1NS(=O)(=O)c1ccc2oc(=O)c3ncn(C)c3c2c1	-4	u	-1%	-5%	-1%	-5%	-4%	37%	-16%
NC(=O)CCN1CCN(C(=O)c2ccc3nc(Cc4cccc(Cl)c4)oc3c2)CC1	1	17%	9%	-11%	-6%	-14%	-2%	19%	-9%
C=CCSc1n[nH]c(=O)n1-c1cccc(C(F)(F)F)c1	1	3%	2%	-4%	-1%	-6%	i	19%	1%
C=CCn1c(SCC(=O)Nc2nnc(CC)s2)nnc1-c1ccncc1	1	-21%	8%	-3%	-33%	3%	i	43%[activator]	0%
Cc1cc(-c2nnc3sc(-c4ccc(Cl)cc4Cl)nn23)n[nH]1	2	-9%[59 µM]	-13%	1%	-17%	6%	-4%	22%	-29%
Cc1cccc(N2CCN(C(=O)C3(S(=O)(=O)c4ccc(Cl)cc4)CC3)CC2)c1C	0	-10%	-6%	0%	x	u	7%	21%	-4%
Cn1c(CNC(=O)c2ccc(F)cc2)nc2ccccc21	3	8%	17%	13%	-4%	2%	4%	u	u
CCn1cc(C(=O)NCCC(=O)NCCCO)c(=O)c2cc3c(cc21)OCO3	2	16%	-1%	-10%	-2%	0%	-2%	20%	-19%
O=c1[nH]c(C2CCN(S(=O)(=O)c3cccc(C(F)(F)F)c3)CC2)nc2c1nnn2Cc1cccc(F)c1	-1	-6%	11%	-15%	0%	21%	i	20%	-17%
CCOC(=O)N1CCN(C(=S)Nc2cccc(C)c2)CC1	4	34%[0.501 µM]	7%	10%	2%	-1%	-10%	28%	0%
Cc1ccc(NS(=O)(=O)c2csc(C(N)=O)c2)cc1C	7	8%	7%	-5%	18%	2%	8%	18%	6%
Cc1cc(CN2CCCCC2)oc1C(=O)O	2	u	x	16%	-12%	-2%	-9%	26%	-21%
O=S(=O)(c1ccc(F)cc1)N1CCN(Cc2cc3c(cc2Br)OCCO3)CC1	0	17%[2.33 µM]	4%	-2%	1%	47%[activator]	-10%	47%[activator]	-2%
Cc1ccc(C(=O)OCC(=O)Nc2sc3c(c2C#N)CCCC3)cc1NC(=O)c1ccco1	2	22µM*	4%	16%	-30%	23%	7%	-2%	-28%
O=C(COC(=O)c1ccc(OC(F)F)cc1)Nc1cccc(S(=O)(=O)NC2=NCCC2)c1	-1	20%[59 µM]	4%	0%	9%	2%	i	47%[activator]	-3%
COc1ccccc1CC(=O)Nc1ccc(S(=O)(=O)N(C)C2CCN(C)CC2)cc1	7	26%[12.7 µM]	6%	6%	-4%	1%	6%	36%	-11%
CCN(CC)S(=O)(=O)c1ccc(NC(=O)c2c(C)oc3ncnc(N4CCOCC4)c23)cc1	-5	-1%[59 µM]	5%	7%	6%[57.1 µM]	1%	10%	24%	-13%

High-throughput results: PubChem, National Center for Advancing Translational Sciences (NCATS)

Rows were taken by chance; overall some 11% were active at least once.
